PhoP GFP inhibition: PhoP regulon inhibitors, Salmonella typhi PhoP promoter GFP reporter, confirmatory (AID 1850); Salmonella Typhi PhoP-promoter GFP reporter, fluorescence, 4 h; higher % means a stronger effect; inhibition, % at 50 µM; hits with a dose series show IC50 in µM; 0.33% of 310,000 active; in the data active means a potency from the dose series; inconclusive means inhibition mostly from about 25% at the one dose, without a potency; inactive means the rest, 99 in 100 with inhibition below about 19%;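 further: 0% = induced wells with vehicle and 100% = uninduced wells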
VEEV TC-83 Vero: inhibitors of VEEV TC-83 cytopathic effect, confirmation, Vero cells (AID 588727). 0.13% of 350,000 active. Vero cells, VEEV TC-83 cytopathic effect inhibition; higher % means a stronger effect. one-dose inhibition, % at 20 µM; IC50 in µM for titrated hits; in the data active means a potency from the dose series; inconclusive means inhibition mostly from about 14% at the one dose, without a potency; inactive means the rest, 99 in 100 with inhibition below about 12%; further: strong numbers were not always called active
H1N1 NS1A inhibition: H1N1 influenza NS1A inhibitors, functional cell based assay (AID 504329); NS1A functional cell-based assay, percent inhibition; higher % means a stronger effect; inhibition, % at 12.5 µM; hits with a dose series show IC50 in µM; 0.3% of 340,000 active; in the data active means a potency from the dose series; inconclusive means inhibition above about 27% without an active follow-up result; further: strong numbers were not always called active
M. tuberculosis HTS: M. tuberculosis growth inhibition, HTS (AID 449762); 0.59% of 330,000 active; one-dose inhibition, % at 25 µM; IC50 in µM for titrated hits; M. tuberculosis H37Rv growth inhibition, 7H9 media; higher % means a stronger effect; in the data active means a potency from the dose series; inconclusive means inhibition above about 70% without an active follow-up result;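 further: bacterial growth assessed after seven days of incubation; strong numbers were not always called active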
M. tuberculosis: growth inhibition of non-replicating M. tuberculosis (AID 488890). Mycobacterium tuberculosis non-replicating, growth inhibition; higher % means a stronger effect. inhibition, % at 25 µM; hits with a dose series show IC50 in µM. 0.39% of 320,000 active; in the data active means a potency from the dose series; inconclusive means inhibition mostly from about 82% at the one dose, without a potency; inactive means the rest, 99 in 100 with inhibition below about 76%;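 further: plate controls were DMSO cells for no effect and high antibiotic wells for full effect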
VEEV TC-83 Vero 10K pilot screen: recorded beside VEEV TC-83 Vero, whose call it bears; inhibition, %; measured here: 10K pilot screen inhibition
Active calls of the source: *.

For Nc1ccc(Cc2ccc(N)c(C(=O)O)c2)cc1C(=O)O the results were PhoP GFP inhibition 0.3%, VEEV TC-83 Vero 1.6%, H1N1 NS1A inhibition -3.8%, M. tuberculosis HTS -4.2% and M. tuberculosis 9.8%.
COc1ccc(NC(=O)c2cc(S(=O)(=O)NCC3COc4ccccc4O3)ccc2F)cc1 (centres undefined) was read as PhoP GFP inhibition -5.5%, VEEV TC-83 Vero 0.5%, H1N1 NS1A inhibition -4.8%, M. tuberculosis HTS -5.1% and M. tuberculosis 10.9%.
`COc1ccccc1-n1c(C)c2c(OC)cccc(=O)c2c1C` gave PhoP GFP inhibition 4.7%, VEEV TC-83 Vero 2.3%, H1N1 NS1A inhibition 3.1%, M. tuberculosis HTS 3.0% and M. tuberculosis 5.1%.
For O=C1N(Cc2cccc(Cl)c2)C[C@@H]2C[C@@H](c3cccn3-c3cccnc3)N3CCC[C@@]123 the results were PhoP GFP inhibition -13.2%, VEEV TC-83 Vero inactive, H1N1 NS1A inhibition -0.4%, M. tuberculosis HTS 3.2% and M. tuberculosis 6.6%.
For O=C1c2ccccc2C(=O)N1c1nc(-c2cccs2)cs1 the results were PhoP GFP inhibition -3.8%, VEEV TC-83 Vero 0.7%, H1N1 NS1A inhibition -3.7%, M. tuberculosis HTS 32.9% and M. tuberculosis 14.7%.
`O=C(NCc1nnnn1-c1ccc(F)cc1)c1ccc([N+](=O)[O-])o1` gave PhoP GFP inhibition -1.8%, VEEV TC-83 Vero 9.4%, H1N1 NS1A inhibition -10.6%, M. tuberculosis HTS 16.5µM* and M. tuberculosis 34.7%.
O=C(COc1ccc([N+](=O)[O-])cc1)NCCC1=CCCCC1 was read as PhoP GFP inhibition -2.6%, VEEV TC-83 Vero inactive, H1N1 NS1A inhibition -4.0%, M. tuberculosis HTS 1.4%, M. tuberculosis 45.4% and VEEV TC-83 Vero 10K pilot screen 0.4.
O=C(CSc1nnc(CNC(=O)c2ccco2)o1)c1ccccc1 was read as PhoP GFP inhibition 7.8%, VEEV TC-83 Vero 0.4%, H1N1 NS1A inhibition -2.7%, M. tuberculosis HTS 4.0% and M. tuberculosis 17.8%.
`CC(N)C12CC3CC(CC(O)(C3)C1)C2` (centres undefined) gave PhoP GFP inhibition 3.6%, VEEV TC-83 Vero inactive, H1N1 NS1A inhibition 3.3%, M. tuberculosis HTS -6.6% and M. tuberculosis -9.6%.
CCN(CC)c1nc2cc(C)ccc2cc1/C=C(\C#N)C(N)=O was read as PhoP GFP inhibition 2.6%, VEEV TC-83 Vero 0.1%, H1N1 NS1A inhibition 6.5%, M. tuberculosis HTS -7.7% and M. tuberculosis 22.1%.
`NC(=O)[C@H](Cc1cc2ccccc2s1)NC(=O)[C@@H]1CC2(CC(c3cccc(NC(=O)[C@@H]4CCC(=O)N4)c3)=NO2)CN1C(=O)/C=C/Sc1ccccc1` (some centres undefined) gave PhoP GFP inhibition -6.7%, VEEV TC-83 Vero 0.8%, H1N1 NS1A inhibition 5.4%, M. tuberculosis HTS 55.1% and M. tuberculosis 77.4%.
For COc1ccc(CNC(=O)/C=C/c2ccc3[nH]cc(CCN(C)C)c3c2)cc1 the results were PhoP GFP inhibition 6.1%, VEEV TC-83 Vero inactive, H1N1 NS1A inhibition 4.5%, M. tuberculosis HTS 0.8% and M. tuberculosis 20.3%.
Cc1ccccc1Nc1ccc(S(=O)(=O)N2CCOCC2)cc1[N+](=O)[O-] was read as PhoP GFP inhibition 1.8%, VEEV TC-83 Vero 1.2%, H1N1 NS1A inhibition 12.2%, M. tuberculosis HTS 0.5% and M. tuberculosis 16.4%.
CCCCCn1c(NC2CCCCC2)nc2c1c(=O)[nH]c(=O)n2C was read as PhoP GFP inhibition -8.1%, VEEV TC-83 Vero 3.6%, H1N1 NS1A inhibition 0.6% and M. tuberculosis HTS -7.5%.
For CN(C)S(=O)(=O)c1cccc(NC(=O)CSc2nc3ccccc3n2-c2ccccc2)c1 the results were PhoP GFP inhibition -5.0%, VEEV TC-83 Vero inconclusive, H1N1 NS1A inhibition -4.7%, M. tuberculosis HTS -3.6% and M. tuberculosis 14.8%.
COc1ccc(-c2cc(C(F)(F)F)nc(SCC(=O)N(C)Cc3cnn(C)c3C)n2)cc1OC was read as PhoP GFP inhibition -11.4%, VEEV TC-83 Vero 1.3%, H1N1 NS1A inhibition -5.0%, M. tuberculosis HTS -6.8% and M. tuberculosis -10.2%.
For COc1cc(-c2c(-c3cccc(C)c3)oc3ccccc23)cc(OC)c1OC the results were PhoP GFP inhibition -40.7%, VEEV TC-83 Vero 2.9%, H1N1 NS1A inhibition 3.1%, M. tuberculosis HTS 3.2% and M. tuberculosis -9.3%.
CC(C)(C)c1cc(S(=O)(=O)CCc2ccncc2)cc(C(C)(C)C)c1F was read as PhoP GFP inhibition 5.5%, VEEV TC-83 Vero 0.4%, H1N1 NS1A inhibition -6.2%, M. tuberculosis HTS -6.0% and M. tuberculosis -12.9%.
`O=C(NC1CCCC1)C1c2ccccc2C(=O)N1C1CCCCC1` (centres undefined) gave PhoP GFP inhibition 8.7%, VEEV TC-83 Vero inactive, H1N1 NS1A inhibition -3.2%, M. tuberculosis HTS -1.8%, M. tuberculosis -7.5% and VEEV TC-83 Vero 10K pilot screen 0.6.
For CCn1c(O)c(C=NCc2ccccc2)c(=O)[nH]c1=S the results were PhoP GFP inhibition 0.6%, VEEV TC-83 Vero 0.7%, H1N1 NS1A inhibition 1.2%, M. tuberculosis HTS 5.7% and M. tuberculosis -6.6%.
CC(=O)[C@@]1(O)CCC2C3C=CC4=CC(=O)CC[C@]4(C)C3CC[C@@]21C (some centres undefined) was read as VEEV TC-83 Vero 1.8%, H1N1 NS1A inhibition -4.1%, M. tuberculosis HTS -0.1% and M. tuberculosis 5.5%.
`c1ccc(C2=Nn3c(nnc3-c3cccs3)SC2)cc1` gave PhoP GFP inhibition -3.9%, VEEV TC-83 Vero inactive, H1N1 NS1A inhibition -4.8%, M. tuberculosis HTS -3.3% and M. tuberculosis 1.6%.
For O=C(C1=C(O)C(=O)N(Cc2ccccc2)C1c1ccncc1)c1ccco1 (centres undefined) the results were PhoP GFP inhibition -5.0%, VEEV TC-83 Vero 1.1%, H1N1 NS1A inhibition 4.7%, M. tuberculosis HTS -13.0% and M. tuberculosis 7.0%.
Screening OC(CNCCNc1ncccc1C(F)(F)F)Cn1ccc2ccccc21 (centres undefined) returned PhoP GFP inhibition 2.0%, VEEV TC-83 Vero 0.4%, H1N1 NS1A inhibition -13.7%, M. tuberculosis HTS -0.1% and M. tuberculosis 43.0%.

3 compounds picked at random from the list so far, as already listed:
`c1ccc(C2=Nn3c(nnc3-c3cccs3)SC2)cc1` gave PhoP GFP inhibition -3.9%, VEEV TC-83 Vero inactive, H1N1 NS1A inhibition -4.8%, M. tuberculosis HTS -3.3% and M. tuberculosis 1.6%.
For O=C(C1=C(O)C(=O)N(Cc2ccccc2)C1c1ccncc1)c1ccco1 (centres undefined) the results were PhoP GFP inhibition -5.0%, VEEV TC-83 Vero 1.1%, H1N1 NS1A inhibition 4.7%, M. tuberculosis HTS -13.0% and M. tuberculosis 7.0%.
For COc1cc(-c2c(-c3cccc(C)c3)oc3ccccc23)cc(OC)c1OC the results were PhoP GFP inhibition -40.7%, VEEV TC-83 Vero 2.9%, H1N1 NS1A inhibition 3.1%, M. tuberculosis HTS 3.2% and M. tuberculosis -9.3%.

Next section.
CC(=O)N1CCN(S(=O)(=O)c2ccc(C)cc2)C1C(C)C (centres undefined) was read as PhoP GFP inhibition 2.6%, VEEV TC-83 Vero inactive, H1N1 NS1A inhibition -19.8%, M. tuberculosis HTS 12.0% and M. tuberculosis 10.4%.
`Cc1ccccc1C(=O)NNC(=O)C(C)N1C(=O)c2ccccc2C1=O` (centres undefined) gave PhoP GFP inhibition 0.1%, VEEV TC-83 Vero inactive, H1N1 NS1A inhibition -4.2%, M. tuberculosis HTS -6.1% and M. tuberculosis 5.1%.
CCCc1[nH]nc2c1C(c1ccc(OC)c(CSC3=NCCS3)c1)C(C#N)=C(N)O2 (centres undefined) was read as PhoP GFP inhibition -0.5%, VEEV TC-83 Vero 2.3%, H1N1 NS1A inhibition 2.9%, M. tuberculosis HTS 4.1% and M. tuberculosis 35.8%.
Screening O=[N+]([O-])c1ccc(-c2nc(Nc3cccc(O)c3)c3ccccc3n2)cc1 returned PhoP GFP inhibition 4.1%, VEEV TC-83 Vero inactive, H1N1 NS1A inhibition 4.5%, M. tuberculosis HTS -0.2% and M. tuberculosis 15.2%.
Cn1c(=O)c2cc(S(=O)(=O)NC(Cc3ccccc3)C(=O)NCc3ccco3)ccc2n(C)c1=O (centres undefined) was read as PhoP GFP inhibition 0.3%, VEEV TC-83 Vero inconclusive, H1N1 NS1A inhibition -1.1% and M. tuberculosis HTS 0.4%.
O=C(COc1ccc2ccc(=O)oc2c1)N1CC[C@@]2(O)CCCC[C@H]2C1 was read as PhoP GFP inhibition -5.2%, VEEV TC-83 Vero 0.9%, H1N1 NS1A inhibition -1.3%, M. tuberculosis HTS -6.5% and M. tuberculosis -6.5%.
For COc1ccc(-c2cc(C(F)F)n3ncc(C(=O)N4CCc5ccccc5C4)c3n2)cc1 the results were PhoP GFP inhibition -7.5%, VEEV TC-83 Vero 8.2%, H1N1 NS1A inhibition -10.1%, M. tuberculosis HTS 15.6% and M. tuberculosis 47.1%.
For CCOc1ccc(NS(=O)(=O)c2ccc(C(=O)N(C)CC(=O)Nc3ccccc3Br)cc2)cc1 the results were VEEV TC-83 Vero 3.8% and H1N1 NS1A inhibition -2.0%.
`Cc1ccccc1-n1c(C)nnc1SCC(=O)NC1CCCc2ccccc21` (centres undefined) gave PhoP GFP inhibition -6.2%, VEEV TC-83 Vero 2.5%, H1N1 NS1A inhibition -4.2%, M. tuberculosis HTS -3.5% and M. tuberculosis 3.0%.
Screening CC(C)NC(=O)C(Cc1ccccc1)N1C(=O)c2ccccc2C1=O (centres undefined) returned PhoP GFP inhibition 3.0%, VEEV TC-83 Vero 1.2%, H1N1 NS1A inhibition -14.1%, M. tuberculosis HTS -4.6% and M. tuberculosis -11.4%.
Screening COc1ccc(N(CC(=O)NCc2ccc(C)cc2)S(=O)(=O)c2ccccc2[N+](=O)[O-])c(OC)c1 returned PhoP GFP inhibition 8.2%, VEEV TC-83 Vero 8.3%, H1N1 NS1A inhibition 3.5%, M. tuberculosis HTS -0.3% and M. tuberculosis 18.9%.
C/C(=N/NC(=O)c1ccoc1C)c1ccc(NC(=O)c2ccncc2)cc1 was read as PhoP GFP inhibition 0.9%, VEEV TC-83 Vero 1.3%, H1N1 NS1A inhibition 4.4%, M. tuberculosis HTS 6.6% and M. tuberculosis -3.7%.

The closing two compounds of the section before are carried over, then new ones follow:
Screening COc1ccc(N(CC(=O)NCc2ccc(C)cc2)S(=O)(=O)c2ccccc2[N+](=O)[O-])c(OC)c1 returned PhoP GFP inhibition 8.2%, VEEV TC-83 Vero 8.3%, H1N1 NS1A inhibition 3.5%, M. tuberculosis HTS -0.3% and M. tuberculosis 18.9%.
C/C(=N/NC(=O)c1ccoc1C)c1ccc(NC(=O)c2ccncc2)cc1 was read as PhoP GFP inhibition 0.9%, VEEV TC-83 Vero 1.3%, H1N1 NS1A inhibition 4.4%, M. tuberculosis HTS 6.6% and M. tuberculosis -3.7%.
`O=S(=O)(c1ccc(Br)s1)N1CCC(Cc2ccccc2)CC1` gave PhoP GFP inhibition -3.0%, VEEV TC-83 Vero inactive, H1N1 NS1A inhibition -2.4%, M. tuberculosis HTS 7.1%, M. tuberculosis -1.9% and VEEV TC-83 Vero 10K pilot screen 0.7.
`COc1ccc(CNC(=O)c2c(-c3c(F)cccc3Cl)noc2C)cc1` gave PhoP GFP inhibition 3.1%, VEEV TC-83 Vero 0.8%, H1N1 NS1A inhibition -28.6%, M. tuberculosis HTS 8.2% and M. tuberculosis 9.8%.
`Cc1ccc(Cn2nnc3c(=O)[nH]c(C4CCCN(C(=O)Nc5ccc(F)cc5)C4)nc32)cc1` (centres undefined) gave PhoP GFP inhibition -2.9%, VEEV TC-83 Vero inactive, H1N1 NS1A inhibition 4.8%, M. tuberculosis HTS 2.4% and M. tuberculosis -4.9%.
For COc1cc(OC)cc(C(=O)NCC(C)NC(=O)c2cc(OC)cc(OC)c2)c1 (centres undefined) the results were PhoP GFP inhibition -6.8%, VEEV TC-83 Vero 9.5%, H1N1 NS1A inhibition 8.3%, M. tuberculosis HTS -3.0% and M. tuberculosis -4.9%.
Cn1c(CSc2nc3ccccc3s2)nc2ccccc21 was read as PhoP GFP inhibition -4.6%, VEEV TC-83 Vero 1.1%, H1N1 NS1A inhibition -8.7%, M. tuberculosis HTS -10.8% and M. tuberculosis 71.9%.
